KCNQ1 block – blocks the human KCNQ1 potassium channel. P51787. CHO-K1 KCNQ1, FluxOR thallium flux fluorescence; hits give high values. B-score at 10 µM. 310,000 compounds, 1.3% hits. AID 2642;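 active = compounds whose thallium flux B-score, printed positive for inhibition, exceeds three library SD while starting fluorescence stays within three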;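 also: channel opened by potassium depolarization with thallium stimulus after 20 min compound exposure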
Target sequence (P51787 whole entry, looked up): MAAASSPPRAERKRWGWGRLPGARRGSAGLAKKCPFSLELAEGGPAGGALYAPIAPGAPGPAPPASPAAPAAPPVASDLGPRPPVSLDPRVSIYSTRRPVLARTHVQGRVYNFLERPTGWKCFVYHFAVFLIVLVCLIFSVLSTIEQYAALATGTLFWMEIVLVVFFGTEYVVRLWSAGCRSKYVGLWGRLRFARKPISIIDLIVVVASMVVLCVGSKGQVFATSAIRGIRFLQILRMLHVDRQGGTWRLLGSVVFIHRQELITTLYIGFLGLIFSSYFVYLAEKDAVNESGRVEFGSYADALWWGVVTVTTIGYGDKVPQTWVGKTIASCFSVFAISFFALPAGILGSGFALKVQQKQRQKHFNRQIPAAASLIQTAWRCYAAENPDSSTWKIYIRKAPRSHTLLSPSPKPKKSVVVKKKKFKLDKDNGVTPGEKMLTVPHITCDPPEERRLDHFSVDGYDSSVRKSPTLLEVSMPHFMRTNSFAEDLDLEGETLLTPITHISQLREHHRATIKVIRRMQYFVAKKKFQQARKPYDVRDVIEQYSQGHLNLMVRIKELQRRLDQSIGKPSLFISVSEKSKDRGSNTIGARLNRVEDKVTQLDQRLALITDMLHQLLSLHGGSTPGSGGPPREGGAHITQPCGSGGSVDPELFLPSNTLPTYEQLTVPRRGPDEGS
TRPC4 act – opens the mouse TRPC4 cation channel | Q9QUQ5 | HEK293 TRPC4beta/mu-opioid, Fluo4 calcium fluorescence; hits give high values | B-score at 10 µM | 310,000 compounds, 0.49% hits | AID 2237;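 active = B-score above 5 SD of library B-scores, and initial fluorescence ratio not above library mean plus 5 SD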;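 also: positive B-score marks a calcium rise read as TRPC4 activation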
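Assay system – TRPC4beta and mu-opioid receptor HEK293 stable cells · Measured by – Fluo4 fluorescence, kinetic · Schedule – dye loading 45 min room temperature, 110 s kinetic read · Read-out – B-scored integrated calcium fluorescence ratio · Controls – buffer and maximal DAMGO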
KCNK9 inh – blocks the human KCNK9 two-pore domain potassium channel; HEK293 KCNK9, FluxOR thallium flux fluorescence; hits give low values; B-score at 10 µM; 310,000 compounds, 1.2% hits; AID 488922;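 active = ratio B-score over 3 SD below the library mean, with starting fluorescence within 5 SD of its mean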;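 also: negative B-score means less thallium flux so channel inhibition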
TRPC4 inh – blocks the mouse TRPC4 cation channel | Q9QUQ5 | HEK293 TRPC4beta/mu-opioid, DAMGO-evoked Fluo4 calcium flux; hits give low values | B-score at 10 µM | 300,000 compounds, 0.39% hits;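 active = B-score over 3 SD under the library average, no early fluorescence shift, positive overall ratio signal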
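Assay system: HEK293 cells with stable TRPC4beta plus mu-opioid receptor expression. Dosing: single dose. Measured by: Fluo4 Ca2+ flux fluorescence. Also added: DAMGO in two steps, submaximal then maximal. Read-out: B score from integrated Fluo4 fluorescence ratio.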
Platelet DG rel – modulates dense granule release in human platelets. 300,000 compounds, 0.22% hits. human platelet-rich plasma, SFLLRN dense granule ATP release, luminescence. inhibition, %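 (compounds screened at 7.5 µM in platelet-rich plasma)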;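 active = mean replicate score, as percent of positive control, at or above 50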
hERG protect – shields human hERG channel from block by proarrhythmic agents; Q12809; CHO-hERG, FluxOR thallium flux, dofetilide IC70 present; activation (rescue from dofetilide block), less the hit threshold, % at 10 µM; 310,000 compounds, 0.51% hits; AID 1511;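 active = activation above the mean of controls blocked by dofetilide plus 5 SD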;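 also: thallium influx through hERG after potassium depolarization seen as dye fluorescence rise; in these data hits start at about 4.7%; inactives centre near -7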
KCNQ1 act – potentiators or activators of human KCNQ1 potassium channel | B-score at 10 µM | AID 2648 | P51787 | CHO-K1 KCNQ1, thallium flux FluxOR fluorescence; hits give high values | 310,000 compounds, 0.35% hits;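 active = fluorescence ratio B-score, a plate-corrected score, at least three library SD, with initial intensity B-score within 5 SD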
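System: Stable KCNQ1 CHO-K1 line | Incubation: 90 min dye loading and 20 min compound exposure, both at room temperature | Measure: Ratio B score | Medium: Assay buffer for compound exposure, DMSO matched across wells | Compound dosing: Single-concentration screen | Probe or stimulus: K+/Tl+ depolarizing stimulus | Measured by: Kinetic FluxOR fluorescence, 10 s baseline plus 110 s post-stimulus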
PolyA inh – yeast polyadenylation inhibition. S. cerevisiae SKY197-pL101 polyadenylation reporter, beta-gal luminescence; efflux-impaired pdr1/pdr3 knockout yeast; score 100 = 6 SD above DMSO. calls only at 12 µM. 300,000 compounds, 0.02% hits;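 active = lowest replicate activity score at least 50, where 100 means six control SD above control mean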;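 also: yeast exposed to compound for 9 h at 30 °C; higher score means more reporter readthrough which indicates perturbed polyadenylation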
KCNK3 inh – human KCNK3 channel inhibition, primary screen | O14649 | CHO-KCNK3 thallium flux, FluxOR fluorescence; hits give low values | B-score at 10 µM | 340,000 compounds, 0.84% hits | AID 602410;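 active = B-score under library mean minus 4 SD, starting fluorescence ratio at most library mean plus 5 SD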;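 also: more negative B-score means stronger inhibition of thallium flux through KCNK3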
Target sequence (O14649 whole entry, looked up): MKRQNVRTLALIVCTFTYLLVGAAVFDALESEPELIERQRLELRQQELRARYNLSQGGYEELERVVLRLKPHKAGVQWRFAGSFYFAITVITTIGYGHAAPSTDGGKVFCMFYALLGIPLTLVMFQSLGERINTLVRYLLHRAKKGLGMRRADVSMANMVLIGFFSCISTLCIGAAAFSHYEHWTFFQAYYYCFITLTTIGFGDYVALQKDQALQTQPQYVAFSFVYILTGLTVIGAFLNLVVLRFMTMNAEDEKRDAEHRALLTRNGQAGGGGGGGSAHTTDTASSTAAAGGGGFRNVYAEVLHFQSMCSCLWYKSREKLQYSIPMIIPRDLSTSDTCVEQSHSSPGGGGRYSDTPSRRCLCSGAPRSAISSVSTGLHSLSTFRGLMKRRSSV
TRPC4 PAM – allosterically enhances the mouse TRPC4 cation channel; Q9QUQ5; HEK293 TRPC4beta/mu-opioid, DAMGO EC20, Fluo-4 Ca2+ flux; hits give high values; B-score at 10 µM; 310,000 compounds, 0.42% hits;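 active = B-score of calcium response area above 5 SD of library B-scores, with initial fluorescence ratio within 5 SD of library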;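 also: B-score of integrated fluorescence ratio over time as area under calcium response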
DYRK1A inh – Dyrk1A (rat) kinase inhibition | ADP-Glo luminescence, NFATc1 peptide | inhibition, % at 12.5 µM | AID 504441 | 310,000 compounds, 0.43% hits; in the data active = inhibition above about 50%;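 also: plate controls were vehicle with enzyme for no effect and no enzyme for full effect; many of its hits are not listed in these tables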
Starred values were filed as active, the others as inactive; i = inactive; nt = not tested or not shown. These rows are one share of the data. The share of hits here may be higher or lower than overall.

mol | Platelet DG rel | PolyA inh | KCNQ1 block | TRPC4 inh | KCNQ1 act | KCNK3 inh | TRPC4 PAM | TRPC4 act | DYRK1A inh | KCNK9 inh | hERG protect
Cc1nc2c(C)cccc2c2c1CCN2c1ccccc1F | -23 | i | i | i | i | i | i | i | nt | i | -10
COc1cccc(N2CCN(c3ccc4nnc(CCC(=O)N5CCC(C)CC5)n4n3)CC2)c1 | 3 | i | i | i | i | i | i | i | -5 | i | -23
COc1cc(NC(=O)[C@H]2CSCN2C(=O)[C@@H]2CCC(=O)N2)cc(OC)c1OC | -10 | i | i | i | i | i | i | i | 6 | i | -8
NC(=O)C1CCN(C(=O)CCSCc2ccccc2)CC1 | -2 | i | i | i | i | i | i | i | 6 | i | -3
CCOC(=O)CN(C(=O)CNC(=O)c1ccco1)C(C(=O)NC1CCCCC1)c1cccc(OC)c1 (centres undefined) | 6 | i | i | i | i | i | i | i | 7 | i | -11
CCCCC(=O)Nc1ccc(C(=O)Nc2ccc3c(c2)OCO3)cc1 | -3 | i | i | i | i | i | i | i | 6 | i | -3
COCCN(C(=O)COC(=O)CCOc1ccccc1)c1c(N)n(Cc2ccccc2)c(=O)[nH]c1=O | 0 | nt | i | i | i | i | i | i | -3 | i | -11
N#CC1=C(SCC(=O)c2ccc(Cl)cc2)NC2=C(C(=O)CCC2)C1c1ccco1 (centres undefined) | -1 | i | i | i | i | i | i | i | 1 | i | -16
Cn1cc(C(=O)NC2CCCCC2)c(=O)c2cc(S(=O)(=O)N3CCCC3)ccc21 | -3 | i | i | i | i | i | i | i | -4 | i | -10
O=C(CCS(=O)(=O)Cc1ccc(Cl)cc1)NCCc1ccccc1 | 5 | i | i | i | i | i | i | i | 0 | i | -7
CCCCN(CCCC)C(=O)CCS(=O)(=O)c1ccc2c(c1)n(C)c(=O)c(=O)n2C | 2 | i | i | i | i | i | i | i | 10 | i | -8
CCO[C@H]1OC(C(N)=O)=C[C@@H](c2ccccc2)[C@@H]1CCCO | -1 | i | i | i | i | i | i | i | 3 | i | -6
Cc1ccccc1OCCN1CCCC1 | 5 | i | i | i | i | i | i | i | nt | i | -5
COc1c(C)cc(Br)cc1C(=O)Nc1ccc(C)cc1[N+](=O)[O-] | 5 | i | i | i | i | i | i | i | 2 | i | -4
O=C(O)Cn1c2c(c3ccccc31)CSc1ccc(Cl)cc1-2 | 10 | i | i | i | i | i | i | i | 26 | i | -13
CC(CCc1ccccc1)NC(=O)CN(C)Cc1ccc(F)cc1 (centres undefined) | 11 | i | i | i | i | i | i | i | -5 | i | -8
CCOC(=O)C1CCCN(C2=NC(=O)/C(=C/c3ccc(OC)cc3)S2)C1 (centres undefined) | -2 | i | i | i | i | i | i | i | 17 | i | -3
O=C(CCS(=O)(=O)c1ccc(Br)s1)NCc1cccs1 | -2 | i | i | i | i | i | i | i | 2 | i | -2
CN(C)CCCN1C(=O)C(O)=C(C(=O)c2cc3ccccc3o2)C1c1ccccc1 (centres undefined) | -8 | i | i | i | i | i | i | i | 7 | i | -5
O=C(CCn1cccc1)NCc1ccc(Cl)cc1 | 9 | i | i | nt | i | i | i | i | -3 | i | -3
COc1ccc(CCn2c(N)c(C(=O)NCc3ccco3)c3nc4ccccc4nc32)cc1 | 6 | i | i | i | i | i | i | i | 2 | i | -12
CC(C)C(C)NC(=O)CN1C(=O)NC2(CCCCCC2)C1=O (centres undefined) | 6 | i | i | i | i | i | i | i | -4 | i | -6
CCOC(=O)c1c(-c2ccc(OC)cc2)oc2cc(Br)c(O)cc12 | -1 | i | i | i | i | i | i | i | 1 | i | -6
Cc1cc2nc(-c3ccc(SCc4ccccc4C#N)nc3)[nH]c2cc1C | -8 | i | 7* | i | i | i | i | i | 0 | i | -1
CCCNC(=O)c1c(N)n(-c2ccc(S(N)(=O)=O)cc2)c2nc3ccccc3nc12 | 9 | i | i | i | i | i | i | i | 1 | i | -4
Cn1nc(C(=O)NNC(=O)COc2ccccc2)c2ccccc2c1=O | 2 | i | i | i | i | i | i | i | -5 | i | -7
O=C(C1CC1)N1CCN=C1SCc1cccc(C(F)(F)F)c1 | 0 | i | i | i | i | i | i | i | 0 | i | -3
COc1ccc(CCNC(=O)CSc2ccc(-c3cccs3)nn2)cc1 | -1 | i | i | i | i | i | i | i | nt | i | -7
CC(=O)Oc1ccc(S(=O)(=O)c2ccc(OC(C)=O)cc2)cc1 | nt | nt | i | i | i | i | i | i | 4 | i | -4
Cc1nc(-c2cn[nH]c2)c2cc(C)oc2n1 | 3 | i | i | i | i | i | i | i | 18 | i | -6
Cc1cccc(NS(=O)(=O)c2ccc(C(=O)NCCCN3CCOCC3)cc2)c1C | -4 | i | i | i | i | i | i | i | -2 | i | -3
Cc1ccc2nc(SCC(=O)N3CCCC3)nc(=O)n2c1 | 5 | i | i | i | i | i | i | i | -1 | i | -14
CCOC(=O)C(C(=O)OCC)C1CCS(=O)(=O)C1 (centres undefined) | 3 | i | i | i | i | i | i | i | -6 | i | -6
O=C(Nc1cccc(Cl)c1)NC1CC2CCC(C1)N2Cc1cccs1 (centres undefined) | -7 | i | i | i | i | i | i | i | 2 | i | -16
CC1CC(C)(C)CC2(C1)NC(=O)N(CC(=O)NCC(c1ccco1)N1CCCCC1)C2=O (centres undefined) | -1 | i | i | i | i | i | i | i | -2 | i | -10
Cc1ccccc1C(=O)Nc1ccnn1C1CCN(Cc2cnn(C(C)C)c2)CC1 | -1 | i | i | i | i | i | i | i | -8 | i | -8
CC1=C(C#N)C(=O)NC(=O)/C1=C/c1ccc(-c2ccc(S(N)(=O)=O)cc2)o1 | 0 | i | i | i | i | i | i | i | 9 | i | -3
COc1ccc2cc3cc(C(=O)Nc4ccc5c(c4)OCCO5)oc3nc2c1 | 1 | i | i | i | i | i | i | i | 5 | i | -16
O=C(CNC(=O)c1cccs1)OCc1ccc(Br)cc1 | 10 | i | i | i | i | i | i | i | 5 | i | -14
Nc1ccc2c(c1)C(=O)N(CCCC(=O)O)C2=O | -7 | i | i | i | i | i | i | i | 2 | i | -4
CCOc1cc(C)c(C(C)C)cc1S(=O)(=O)N1CCOCC1 | -2 | i | i | i | i | i | i | i | -1 | i | -6
O=C(NCc1ccccc1)C(c1ccc(F)cc1)N(C(=O)c1csnn1)c1ccccc1 (centres undefined) | -3 | i | i | i | i | i | i | i | 4 | i | -2
Cc1c(C(=O)NC(C)C)c(-c2ccccc2)nn1-c1ccccc1 | -4 | i | i | i | i | i | i | i | 1 | i | -7
CN(C)CCNC(=O)c1ccc2c(c1)N(Cc1ccc(F)cc1)CCS2 | -6 | i | i | i | i | i | i | i | 0 | i | -7
COc1ccc(NC(=S)NNC(=O)c2nnn(-c3ccccc3)c2C)cc1 | -4 | i | i | i | i | i | i | i | -5 | i | -8
CN1CCN(CCCNC(=O)C2CCN(c3nnc(-n4cccc4)s3)CC2)CC1 | 2 | i | i | i | i | i | i | i | -4 | i | -8
Cc1cc(C=O)c(O)cc1O | -3 | i | i | i | i | i | i | i | -47 | i | -7
Cc1ccc(C(=O)Nc2ccc(C(=O)/C=C/c3cccs3)cc2)cc1 | -4 | i | i | i | i | i | i | i | 10 | i | -11
CCOC(=O)N1CCC(NC(=O)CC2C(=O)NCCN2Cc2ccccc2)CC1 (centres undefined) | 0 | i | i | i | i | i | i | i | -5 | i | -9
CCOC(=O)Cn1cc(/C=N/N2C(=O)C3C4C=CC(C4)C3C2=O)c2ccccc21 (centres undefined) | 4 | i | i | i | i | i | i | i | 2 | i | -10
CCc1noc(C)c1C(=O)Nc1ccc(S(=O)(=O)N2CCCC(C)C2)cc1 (centres undefined) | nt | i | i | i | i | i | i | i | 11 | i | -20
CC12CCC(=O)N1C(C(=O)OCc1c(Cl)cccc1Cl)CS2 (centres undefined) | -14 | i | i | i | i | i | i | i | -4 | i | -4
CN(Cc1ccccc1)C(=O)c1nc2ccccn2c1CNCCn1cccn1 | 14 | i | i | i | i | i | i | i | -5 | i | -5
CC(=O)c1ccc2c(c1)C1C=CCC1C(c1ccncc1)N2 (centres undefined) | 0 | i | i | i | i | i | i | i | 6 | i | -9
Cc1sc(NC(=O)c2ccccc2)c(C(=O)c2ccccc2)c1C | -5 | i | i | i | i | i | i | i | -2 | i | -10
CCN(CC)S(=O)(=O)c1cc(NC(=O)CN2C(=O)NC3(CCCc4ccccc43)C2=O)ccc1C (centres undefined) | 18 | i | i | i | i | i | i | i | -1 | i | -19

(further entries)
mol | Platelet DG rel | PolyA inh | KCNQ1 block | TRPC4 inh | KCNQ1 act | KCNK3 inh | TRPC4 PAM | TRPC4 act | DYRK1A inh | KCNK9 inh | hERG protect
O=C(CN1C(=O)S/C(=C\c2ccccc2F)C1=O)NC1CCS(=O)(=O)C1 (centres undefined) | 4 | i | i | i | i | i | i | i | -6 | i | -6
CSc1ccccc1C(=O)NCCS(=O)(=O)N1CCN(c2ccc(F)cc2)CC1 | nt | i | i | i | i | i | i | i | nt | i | -10
Cc1cc(C)c(C)c(S(=O)(=O)NCC(=O)N2CCCC2)c1C | 4 | i | i | i | i | i | i | i | -8 | i | -6
Cc1cccn2c(=O)c(/C=C(\C#N)C(=O)NCc3ccco3)c(N3CCCC(C)C3)nc12 (centres undefined) | 16 | i | i | i | i | i | i | i | 3 | i | -5
CCCCn1c(N)c(N(CC(C)C)C(=O)C2CC(=O)N(Cc3ccco3)C2)c(=O)[nH]c1=O (centres undefined) | 3 | i | i | i | i | i | i | i | 11 | i | -5
COc1cc(-c2cc(C(=O)Nc3nc4ccccc4s3)c3ccccc3n2)cc(OC)c1OC | -4 | i | i | i | i | i | i | i | 1 | i | -11
CN1OCC(S(=O)(=O)c2ccccc2)C1c1ccccc1 (centres undefined) | 2 | i | i | i | i | i | i | i | 1 | i | -3
Cc1ccccc1-c1nnn(CC(=O)N2CCN(C(=O)c3ccco3)CC2)n1 | 0 | i | i | i | i | i | i | i | 10 | i | -14
Cc1c(C(=O)NCc2ccccc2F)oc2ccccc12 | 23 | i | i | i | i | i | i | i | 7 | i | -9
COc1ccc(NC(=O)CCNS(=O)(=O)c2ccc3[nH]c(=O)oc3c2)cc1Cl | -8 | i | i | i | i | i | i | i | 3 | i | -11
